Compound activity: PubChem BioAssay, several laboratories
HePTP inh – human HePTP phosphatase inhibition. AID 521. 110,000 tested, 0.64% active. P35236. recombinant HePTP phosphatase activity, OD absorbance. inhibition, % at 20 µM; in the data active = inhibition above about 50%;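 also: plate controls were vehicle for no effect and reference inhibitor for full effect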
BAP1 inh – blocks human BAP1 ubiquitin-AMC hydrolysis; AID 436; Q92560; 72,000 tested, 0.48% active; activity remaining (% of control), % at 20 µM; recombinant BAP1, Ub-AMC hydrolysis fluorescence kinetic; stronger effect = lower value;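 active = activity remaining at or below 50% of control, provided the compound also passes the data quality filters; inactive = the rest, including low values that fail the filters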;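 also: 100% = DMSO wells rate and 0% = substrate alone blank rate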
Target sequence (Q92560 whole entry, looked up): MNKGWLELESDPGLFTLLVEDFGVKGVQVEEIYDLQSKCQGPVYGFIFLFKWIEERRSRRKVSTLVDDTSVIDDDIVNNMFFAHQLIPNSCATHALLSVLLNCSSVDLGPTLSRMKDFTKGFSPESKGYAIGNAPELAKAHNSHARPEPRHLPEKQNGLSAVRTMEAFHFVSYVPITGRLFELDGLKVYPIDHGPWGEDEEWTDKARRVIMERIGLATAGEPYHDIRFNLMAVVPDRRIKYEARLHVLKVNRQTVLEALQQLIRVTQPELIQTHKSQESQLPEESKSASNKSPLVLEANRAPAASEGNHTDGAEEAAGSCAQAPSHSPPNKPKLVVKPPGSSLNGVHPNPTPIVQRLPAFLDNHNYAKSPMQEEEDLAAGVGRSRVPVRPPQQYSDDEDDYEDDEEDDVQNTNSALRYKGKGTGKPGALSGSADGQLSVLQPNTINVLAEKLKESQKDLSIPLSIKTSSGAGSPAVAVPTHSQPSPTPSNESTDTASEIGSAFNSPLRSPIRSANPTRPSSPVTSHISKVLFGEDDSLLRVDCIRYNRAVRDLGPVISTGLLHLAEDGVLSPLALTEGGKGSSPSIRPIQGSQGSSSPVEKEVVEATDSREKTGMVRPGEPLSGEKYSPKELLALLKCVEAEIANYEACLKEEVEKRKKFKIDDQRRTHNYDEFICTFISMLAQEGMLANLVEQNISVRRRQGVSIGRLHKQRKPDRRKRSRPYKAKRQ
* hit, by the source's call; i = inactive; . = no result given.

Below each SMILES – HePTP inh	BAP1 inh
> CC(C)(C)c1cc(C(c2ccccn2)N2CCCC2)cc(C(C)(C)C)c1O (stereo not drawn)
    .	167
> Cc1ccc(/C=N/N2CCN(Cc3ccc(Cl)cc3)CC2)o1
    6	.
> CC(=O)N1CCN(c2ccc(Nc3ncnc4c3oc3ccccc34)cc2)CC1
    5	105
> Cc1ccc(N2CCCCn3c2nc2c3c(=O)[nH]c(=O)n2C)cc1
    5	103
> CCOC(=O)c1c(NC(=O)OC)sc2c1CCC2
    16	445
> O=C(C1CCCN1S(=O)(=O)c1cccc2cccnc12)N1CCn2c1nc1ccccc12 (stereo not drawn)
    8	79
> CC(=O)c1cccc(NC(=O)C2CCN(S(=O)(=O)c3ccc(C)cc3)CC2)c1
    .	98
> Cc1cccc(C)c1OCC(C)N (stereo not drawn)
    .	97
> Cc1cc2nc(-c3ccc(SCC(=O)N4CCN(C(=O)c5ccco5)CC4)nc3)[nH]c2cc1C
    9	.
> COc1ccc(S(=O)(=O)N(CCc2ccccc2)CC(=O)NCc2cccnc2)cc1
    -14	.
> COc1ccccc1-c1cc(C(F)(F)F)nc(N2CCN(c3ccccc3)CC2)n1
    4	.
> CCOc1ccccc1N(CC(=O)NC1CCCCC1)S(C)(=O)=O
    -1	100
> COCCN(C(=O)CCCC(=O)Nc1ccccn1)C(C(=O)NC1CCCCC1)c1ccc(C)cc1 (stereo not drawn)
    6	94
> Cc1cccc(-c2cc3nc4c(c(N5CCCC(O)C5)n3n2)CCC4)c1 (stereo not drawn)
    -7	72
> CC(C)C(=O)Nc1ccc(-c2cnc(-c3ccc(NC(=O)C(C)C)cc3)nc2)cc1
    2	.
> CC(=O)Nc1ccc(N2C(=O)C3C4CC(=O)C(c5ccccc54)C3C2=O)cc1 (stereo not drawn)
    4	.
> Cc1ccc2c(c1)c1ncnc(N3CCC4(CC3)OCCO4)c1n2C
    1	i
> O=C1c2ccccc2C(=O)N1CCCCN(C(=O)Nc1ccc([N+](=O)[O-])cc1)c1ccc(Cl)cc1
    5	.
> O=[N+]([O-])c1cc(/C=N/N2CCN(Cc3ccc(Cl)cc3)CC2)ccc1Cl
    4	.
> COc1ccc(-c2cc(C(F)(F)F)nc(SCC(=O)Nc3cc(C)on3)n2)cc1
    2	.
> N#Cc1nc(COc2ccccc2Cl)oc1NCc1ccc(F)cc1
    5	52
> O=C(CCn1nnc2ccccc2c1=O)N[C@H](C(=O)O)c1ccccc1
    1	102
> Cc1ccc2c(c1)sc(=NC(=O)c1ccc(S(=O)(=O)N3CCc4ccccc43)cc1)n2C
    .	95
> O=C(NCCSc1ccccc1)c1cccnc1
    -4	99
> O=C(c1ccccc1F)N1CCN(c2cc(N3CCCC3)c(F)cc2[N+](=O)[O-])CC1
    8	.
> O=C(CCN1CCCCC1)Nn1c(=S)[nH]c2ccccc2c1=O
    5	88
> Cc1cccc(Oc2cc(NC(=O)c3cccc(Cl)c3)cc([N+](=O)[O-])c2)c1
    .	72
> O=C(c1cccc(F)c1)N1CCN(S(=O)(=O)c2ccccc2)CC1
    3	95
> O=C(Nc1ccc(Cl)cc1)Nc1nnc(CSCc2ccccc2)s1
    1	.
> CCc1c(C)[nH]n2cnnc2c1=O
    .	117
> CCOc1ccccc1N(CC)C(=O)Cn1ncc2c(=O)oc3ccccc3c21
    3	93
> COc1ccc(NC(=O)C(=O)NCc2ccco2)cc1Cl
    3	.
> COP(=O)(OC)C(Nc1cccc(C(F)(F)F)c1)c1ccc(Cl)cc1 (stereo not drawn)
    4	.
> COC(=O)c1cc(Br)ccc1-c1ccc(/C=N/n2nnnc2N)o1
    2	70
> COc1ccc(C2/C(=C(\O)c3ccc(Cl)cc3)C(=O)C(=O)N2CCCCCC(=O)O)cc1OC (stereo not drawn)
    3	.
> Cc1cc2occ(CC(=O)NC3=NCCS3)c2cc1C(C)C
    0	107
> O=C(NCCCn1ccnc1)c1ccc([N+](=O)[O-])cc1Cl
    -4	.
> CC1=NN(c2cccc(C(=O)O)c2)C(=O)/C1=C\c1ccc(-c2ccc(C)cc2[N+](=O)[O-])o1
    21	.
> Cc1ccc(C(=O)CSc2nnc(Cn3nnc4ccccc43)n2C)cc1
    -4	91
> CCn1cc(NC(=O)Nc2ccc(OC)c(OC)c2)c(C(N)=O)n1
    2	96
> Cc1cccc(/N=C/c2c(O)n(-c3cc(Cl)ccc3N3CCOCC3)c(=O)c3ccccc23)n1
    4	.
> CCOc1ccc2nc(SCC(C)=O)sc2c1
    -9	.
> COc1ccc(/C=N/NC(=O)COc2ccccc2C)cc1Cl
    -11	.
> COC(=O)c1ccccc1NC(=O)CSc1nc(O)cc(=O)n1C1CCCC1
    1	106
> CCN=C1SC(C(=O)NCCc2ccccc2)CC(=O)N1CC (stereo not drawn)
    6	95

Reprinted from the part before: 4 compounds; new compounds follow.
Below each SMILES – HePTP inh	BAP1 inh
> CCOc1ccc2nc(SCC(C)=O)sc2c1
    -9	.
> COc1ccc(/C=N/NC(=O)COc2ccccc2C)cc1Cl
    -11	.
> COC(=O)c1ccccc1NC(=O)CSc1nc(O)cc(=O)n1C1CCCC1
    1	106
> CCN=C1SC(C(=O)NCCc2ccccc2)CC(=O)N1CC (stereo not drawn)
    6	95
> O=C(Cc1ccccc1)Nc1nc(-c2cccs2)cs1
    5	106
> CC(C)C[C@H](NC(=O)[C@@H]1O[C@H]1C(=O)O)C(=O)NCCCCN=C(N)N
    6	136
> Cc1nc2sc(C(c3cccc(F)c3)N3CCCC(C)C3)c(O)n2n1 (stereo not drawn)
    7	99
> CCNC(=O)c1cc2c(C)nn(-c3ccccc3)c2s1
    2	.
> CC(=O)Nc1ccccc1NC(=O)COc1ccccc1C
    6	.
> COc1ccc(Br)cc1C(=O)Nc1ccc(F)c([N+](=O)[O-])c1
    -13	.
> COC(=O)C1=C(C)NC(=O)/C1=C\c1ccc(Br)cc1
    67*	.
> COc1ccc(Br)cc1/C=C/C(=O)Nc1ccc(Cl)cc1
    8	.
> c1ccc(N(c2ccccc2)c2nc(N3CCOCC3)nc(N3CCOCC3)n2)cc1
    2	102
> CC1(C)C=C(/C=C/c2ccccc2)NC(=S)N1
    2	.
> O=C1CN(C(=O)c2ccc(N3CCCCC3)c([N+](=O)[O-])c2)c2ccccc2N1
    .	101
> CCn1c(SCC(=O)Nc2cccc(F)c2)nc2c(c1=O)SC(C)C2 (stereo not drawn)
    8	92
> O=C(CC(O)(c1ccccc1)C(F)(F)C(F)F)c1cccs1 (stereo not drawn)
    -2	68
> CCS(=O)(=O)N1CCC(C(=O)NCc2cccc(OC)c2)CC1
    10	101
> Cc1cccc(N(CC(O)CN(Cc2ccccc2)Cc2ccccc2)S(=O)(=O)c2ccccc2)c1 (stereo not drawn)
    7	.
> COc1ccccc1C1CC(c2c(-c3ccccc3)c3cc(Br)ccc3[nH]c2=O)=NO1 (stereo not drawn)
    -6	.
> COc1ccc(C2CC(=O)C3=C(C2)Nc2ccccc2NC3c2ccccc2Br)cc1OC (stereo not drawn)
    7	.
> CCOC(=O)N1CCN(C(=O)C(NC(=O)c2ccc(CC)cc2)C(C)C)CC1 (stereo not drawn)
    5	.
> CCC1=NN2C(=N)/C(=C/c3ccc(-c4cccc([N+](=O)[O-])c4)o3)C(=O)N=C2S1
    0	.
> O=C(Nc1nc2ccccc2s1)C1CCCCC1
    9	.
> COc1ccc(/C(O)=C2\C(=O)C(=O)N(CCN(C)C)C2c2cccc(OC)c2OC)cc1 (stereo not drawn)
    1	123
> COc1ccc(OC)c(NC(=O)C23CCC(C)(C(=O)C2)C3(C)C)c1 (stereo not drawn)
    3	85
> COc1ccc(-c2cc3nc4c(c(N5CCC6(CC5)OCCO6)n3n2)CCCC4)cc1
    -11	.
> Cc1ccc(NC(=O)C2CC(=O)N(c3ccc(Br)cc3)C2)c(C)c1 (stereo not drawn)
    7	.
> COc1ccc(C(=O)Nc2c3c(nn2-c2cccc(Cl)c2)CS(=O)C3)cc1 (stereo not drawn)
    1	93
> CCN(CC)c1nc(-c2ccccc2)c2cc(Cl)ccc2n1
    0	.
> Cc1ccc(C2/C(=C(\O)c3cnn(-c4ccccc4)c3C)C(=O)C(=O)N2CCN(C)C)o1 (stereo not drawn)
    -6	64
> CCCOc1cccc(C(=O)Nc2ccc(F)cc2)c1
    -8	.
> COc1ccc(/C=C/C(=O)Nc2cccc([N+](=O)[O-])c2)cc1Br
    -9	.
> CC(C)c1cc(CN2CCN(CCC#N)CC2)cc(C(C)C)c1O
    1	107

Complete entries, quoted from the list.
O=C(CCn1nnc2ccccc2c1=O)N[C@H](C(=O)O)c1ccccc1 as listed: HePTP inh: 1; BAP1 inh: 102
CCOc1ccccc1N(CC(=O)NC1CCCCC1)S(C)(=O)=O as listed: HePTP inh: -1; BAP1 inh: 100
COC(=O)c1cc(Br)ccc1-c1ccc(/C=N/n2nnnc2N)o1 as listed: HePTP inh: 2; BAP1 inh: 70

Returning to the listing, repeating the 2 entries before the break.
Below each SMILES – HePTP inh	BAP1 inh
> COc1ccc(/C=C/C(=O)Nc2cccc([N+](=O)[O-])c2)cc1Br
    -9	.
> CC(C)c1cc(CN2CCN(CCC#N)CC2)cc(C(C)C)c1O
    1	107
> Cc1c(C(=O)N2CCOCC2)sc2nc(-c3ccccc3)cn12
    -3	102
> COc1ccccc1NC(=O)c1cc(-c2cccs2)nc2ccccc12
    8	.
> CCOC(=O)c1c(C)noc1CP(=O)(c1ccccc1)c1ccccc1
    4	130
> COC(=O)c1cccc(CSc2nnc(C)s2)c1
    7	66
> O=C(/C=C/c1cccc([N+](=O)[O-])c1)Nc1cccc(NC(=O)c2ccccc2Cl)c1
    2	.
> C=CCn1c(C)cc(C(=O)CSc2nnc(NCc3ccccc3)s2)c1C
    -2	.
> CCOC(=O)C1CCN(C(=O)COC(=O)c2ccc(Br)o2)CC1
    -6	111
> CCOC(=O)C1=C(C)NC2=C(C(=O)CC(C)(C)C2)C1c1cccc(O)c1 (stereo not drawn)
    0	.
> COc1ccccc1N1CCN(/N=C\C=C\c2ccccc2)CC1
    6	.
> CCN(CC)C(=O)C12CC3CC(C1)CC(C(=O)N(CC)CC)(C3)C2
    -8	.
> COc1cccc(C(=O)Nc2nc(-c3ccc(Cl)cc3)cs2)c1
    .	58
> C/C=C/Cn1c(SCc2ccc(Cl)cc2)nc2c1c(=O)[nH]c(=O)n2C
    0	87
> COc1cccc(C2/C(=C(\O)c3ccc4c(c3)OCO4)C(=O)C(=O)N2CCN(C)C)c1OC (stereo not drawn)
    4	121
> CCOCCOC(=O)c1ccc(NC(=O)c2cccc(Cl)c2)cc1
    4	.
> Cc1ccc(NC(=O)CC2SC3=NCCCN3C2=O)c(C)c1 (stereo not drawn)
    5	95
> C1=CC2CC1CC2CN1CCN(c2ccccc2)CC1 (stereo not drawn)
    4	98
> CCOC(=O)c1ccc(N2NC(=O)/C(=C/c3cccc(OC)c3O)C2=O)cc1
    55*	.
> O=C(c1cccc(C(=O)N2CCN(c3ccccc3)CC2)c1)N1CCN(c2ccccc2)CC1
    5	93
> COc1ccccc1N1CCN(C(=O)COc2cccc(C)c2)CC1
    -14	.
> Cc1cc2ncn(/N=C/c3cccnc3)c2cc1C
    2	92
> COc1ccc(OC)c(/C=C/C(=O)c2cccc(Br)c2)c1
    9	.
> O=C(Nc1ccccc1)Nc1nnc(-c2ccc(F)cc2)s1
    -11	.
> CCOC(=O)c1cc(-c2ccco2)nc2c1c(C)nn2CCC#N
    -5	108
> CCOc1ccc(N2CC(C(=O)Nc3ccc(S(=O)(=O)N4CCOCC4)cc3)CC2=O)cc1 (stereo not drawn)
    6	107
> CCOC(=O)c1c(C)[nH]c(C(=O)CSc2nnnn2-c2ccc(C)cc2)c1C
    4	138
> CCCC(C)C(=O)Nc1cccc(NC(C)=O)c1 (stereo not drawn)
    -1	103
> CCn1c(N2CCC(C)CC2)nc2c1c(=O)n(C)c(=O)n2C
    4	96
> Cc1cc(C(=O)NC(C)C23CC4CC(CC(C4)C2)C3)c(C)o1 (stereo not drawn)
    7	.
> COc1cccc(-n2c(COc3ccccc3C)nnc2SCC(=O)O)c1
    7	118
> O=C(Nc1nc(-c2ccco2)c(-c2ccco2)s1)C1CC(=O)N(c2ccc3c(c2)OCCO3)C1 (stereo not drawn)
    16	.
> CCc1ccc(Nc2cc(=O)n(C3CCCCC3)c(=O)[nH]2)cc1
    -1	80
> Cc1cccc(C2N(c3ccc(F)cc3)C(=O)C3CCCN32)c1 (stereo not drawn)
    -10	97
> CCSc1nnc(-c2ccc(OC)cc2)c2ccccc12
    3	.
> CCOC(=O)c1cccc(N2C(=O)C3C(C(=O)NC4CC4)C4(C)C=CC3(O4)C2C(=O)NC(C)(C)C)c1 (stereo not drawn)
    -6	102
> Cc1c(Cl)cccc1NC(=O)c1ccccc1C(=O)O
    -10	.
> COc1ccc(C(=O)N(Cc2ccco2)Cc2cccs2)c(O)c1
    5	93
> CN(Cc1ccccc1)c1nc2ccccn2c(=O)c1C=C1SC(=S)N(CCc2ccccc2)C1=O
    -4	.
> O=C1c2ccccc2C(=O)c2c1cc(NC1CCCCC1)c1nsnc21
    -2	.
> CN1C(=O)/C(=C\c2ccc(N(C)C)cc2)SC1=S
    -10	.
> CC(=O)NC(Cc1c[nH]c2ccccc12)C(=O)N1CCc2ccccc2C1 (stereo not drawn)
    -14	112

No enrichment for hits; 0.83% or so of the library scored in one or more.
